Compound activity: PubChem, several laboratories
DAX1 inh-1: DAX1 (NR0B1) inhibitors on StAR promoter, primary screen, cell-based, luminescence, SF-1 (NR5A1), full-length DAX-1; HEK293T StAR-luciferase reporter, SF-1/DAX-1 repression relief; inhibition, % at 6.8 µM; 370,000 tested, 1.1% active; AID 652010, 2013;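 active = inhibition above the mean over all tested compounds plus 3 SD, cut at about 3.6% in these data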;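 note: 0% = DAX-1 cells with DMSO and 100% = cells lacking DAX-1 with DMSO; higher inhibition means more luminescence from relief of DAX-1 repression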
ADAM10 inh: human ADAM10 inhibitors, primary screen, biochemical, QFRET, HTS; Disintegrin and metalloproteinase domain-containing protein 10 (Homo sapiens), O14672; recombinant ADAM10, EDANS/DABCYL FRET peptide cleavage, 3 h; inhibition, % at 7 µM; 370,000 tested, 0.62% active;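 active = inhibition above a per-campaign cutoff equal to the mean of compounds falling between control-based bounds plus 3 SD, cut at about 20% in these data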;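 note: 0% = DMSO wells while the 100% control is not disclosed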
GC-B act: human GC-B receptor activators, primary screen, HEK293 GC-B cells, cGMP TR-FRET, EC30 CNP; 0% at EC30 CNP, 100% saturating CNP; Atrial natriuretic peptide receptor 2 (Homo sapiens), P20594; AID 1920062, 2024; 370,000 tested, 0.11% active; activation, % at 10 µM;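 active = activation at 10 µM reaching about 35% in either raw or pattern-adjusted values, limit read from the data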
HGIII-sPLA2 inh: human group III sPLA2 inhibitors, primary screen, biochemical, QFRET, BODIPY PC-A2 liposome substrate; Group 3 secretory phospholipase A2 (Homo sapiens), Q9NZ20; 370,000 tested, 0.56% active; AID 743126, 2013; inhibition, % at 12.2 µM; QFRET BODIPY PC-A2 liposome hydrolysis, fluorescence;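 active = inhibition above mean plus 3 SD of compounds lying within the high and low control bounds, cut at about 19% in these data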;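 note: 0% = median of test compound wells and 100% = no enzyme DMSO wells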
DAX1 inh-2: DAX1 (NR0B1) inhibitors, primary screen, cell-based, HEK293, Gal4-DAX1, luciferase luminescence; inhibition, % at 6.75 µM; Nuclear receptor subfamily 0 group B member 1 (Homo sapiens), P51843; HEK293 Gal4-DAX1 luciferase reporter; AID 504766, 2011; 340,000 tested, 0.99% active;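 active = inhibition above the mean over all tested compounds plus 3 SD, cut at about 4.2% in these data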;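 note: 0% = DAX1-transfected cells with DMSO and 100% = empty-vector control cells with DMSO; inhibition shows as a rise in luminescence from relieved DAX1 repression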
GAA850 FXN act: FXN promoter activators, primary screen, cell-based, luciferase luminescence, HEK293 lucGAA850; HEK293 lucGAA850 FXN promoter luciferase reporter, 24 h; percent of 10 µM SAHA response; activation, % at 6 µM; 360,000 tested, 0.56% active; AID 540364, 2011;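 active = activation above the average of all compounds screened plus 3 SD, cutoff fixed separately per campaign, cut at about 7.5% in these data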;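 note: 0% = DMSO wells and 100% = 10 µM SAHA wells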
SMARCA2 act: SMARCA2 (BRM) function activators, primary screen, cell-based, luminescence, high throughput; 370,000 tested, 1% active; AID 652017, 2013; activation, % at 9.1 µM; MG213 cells, MMTV-luciferase reporter, dexamethasone, overnight; in the data active = activation above about 7.8%;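 note: 0% = vehicle wells and 100% = reference activator wells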
hgDAF12 agonist: H. glycines DAF-12 receptor agonists, primary screen, cell-based, luminescence, HEK293, GAL4 fusion, UAS-luciferase; AID 687014, 2013; HEK293 GAL4-hgDAF12 UAS-luciferase reporter, agonist luminescence; normalized to butyrate control; 370,000 tested, 1.8% active; Nuclear hormone receptor DAF-12 (Heterodera glycines), GAL4 fusion; activation, % at 6.8 µM;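 active = activation above a cutoff set at the mean of all screened compounds plus 3 SD, cut at about 10% in these data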;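 note: 0% = DMSO wells and 100% = sodium butyrate wells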
hcDAF12 agonist: H. contortus DAF-12 nuclear receptor activators, primary screen, cell-based, luminescence, HEK293, lit1-tk-luc reporter; HEK293 hcDAF-12 lit1-tk-luc reporter; 0% DMSO, 100% Δ7-dafachronic acid; activation, % at 6.8 µM; 370,000 tested, 1.4% active;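 active = activation above the mean of all tested compounds plus 3 SD, cut at about 5.5% in these data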;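 note: 100% = response to 3 µM Δ7-dafachronic acid high control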
ssDAF-12 act: S. stercoralis DAF-12 nuclear receptor activators, primary screen, cell-based, luminescence, HEK293, GRIP1 co-expression, lit1-tk-luc; 370,000 tested, 1% active; AID 652126, 2013; Nuclear hormone receptor DAF-12 (Strongyloides stercoralis); activation, % at 6.8 µM; HEK293 ssDAF-12/GRIP1 lit1-tk-luc reporter; % of 3 µM dafachronic acid response;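 active = activation above the mean over all tested compounds plus 3 SD, cut at about 0.9% in these data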;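 note: 0% = DMSO-only wells and 100% = 3 µM delta7-dafachronic acid wells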
NPR1 activator: GC-A stimulated cGMP production enhancers – HEK293 GC-A cells, cGMP TR-FRET, EC30 ANP, primary screen; Atrial natriuretic peptide receptor 1 (Homo sapiens), P16066; 0% at EC30 ANP, 100% saturating ANP; activation, % at 10 µM; 370,000 tested, 0.14% active; in the data active = activation above about 40%
Target sequence (P16066 whole entry, looked up): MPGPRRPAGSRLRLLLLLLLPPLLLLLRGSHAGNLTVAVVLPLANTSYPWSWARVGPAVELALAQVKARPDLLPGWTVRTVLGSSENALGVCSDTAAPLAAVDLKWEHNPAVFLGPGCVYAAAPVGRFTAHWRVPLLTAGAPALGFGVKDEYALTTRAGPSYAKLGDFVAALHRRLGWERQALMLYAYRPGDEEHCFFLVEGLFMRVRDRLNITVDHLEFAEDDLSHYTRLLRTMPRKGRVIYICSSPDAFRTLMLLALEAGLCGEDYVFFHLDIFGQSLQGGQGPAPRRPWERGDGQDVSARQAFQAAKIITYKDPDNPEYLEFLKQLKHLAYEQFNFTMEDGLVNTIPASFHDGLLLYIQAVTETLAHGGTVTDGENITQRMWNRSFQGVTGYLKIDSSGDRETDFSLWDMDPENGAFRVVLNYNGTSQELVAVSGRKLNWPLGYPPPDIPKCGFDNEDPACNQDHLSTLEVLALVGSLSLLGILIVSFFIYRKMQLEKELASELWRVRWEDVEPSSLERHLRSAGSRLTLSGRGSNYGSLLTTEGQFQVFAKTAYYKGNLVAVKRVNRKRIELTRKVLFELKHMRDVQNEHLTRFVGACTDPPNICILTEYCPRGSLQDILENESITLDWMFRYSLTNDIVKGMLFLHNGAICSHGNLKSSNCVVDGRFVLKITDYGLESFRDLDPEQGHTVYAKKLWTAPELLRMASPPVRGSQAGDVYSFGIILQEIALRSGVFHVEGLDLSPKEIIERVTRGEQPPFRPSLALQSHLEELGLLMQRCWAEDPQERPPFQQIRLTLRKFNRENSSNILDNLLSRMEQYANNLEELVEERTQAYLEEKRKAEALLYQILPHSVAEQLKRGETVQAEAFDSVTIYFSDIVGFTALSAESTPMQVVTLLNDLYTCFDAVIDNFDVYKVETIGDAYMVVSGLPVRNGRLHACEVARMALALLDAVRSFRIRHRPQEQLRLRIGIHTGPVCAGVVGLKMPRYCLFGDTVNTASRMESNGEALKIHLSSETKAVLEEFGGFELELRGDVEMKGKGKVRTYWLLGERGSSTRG
Active calls of the source: *; i = inactive; / = no result given.

SMILES	DAX1 inh-1	ADAM10 inh	GC-B act	HGIII-sPLA2 inh	DAX1 inh-2	GAA850 FXN act	SMARCA2 act	hgDAF12 agonist	hcDAF12 agonist	ssDAF-12 act	NPR1 activator
Cc1ccc(-c2csc3ncnc(OCC(=O)NC(=O)NCc4ccco4)c23)cc1	0.1	11	-4	-19	0.5	0.0	0	-0.1	1.6	-1.9	2
O=S(=O)(O/N=C1\CCCc2ccccc21)c1ccccc1	-0.8	2	13	2	0.0	0.9	-2	-1.7	1.8	-1.3	0
Cc1nonc1C1CCCN1Cc1nc(-c2ccc(F)cc2F)oc1C (centres undefined)	-0.2	-1	-1	-6	-0.2	-0.9	3	-1.1	-1.2	-1.8	-3
Cc1nc(SCC(=O)NCc2ccco2)c2c(C)c(C)sc2n1	-1.2	-9	15	-4	1.2	-1.1	0	-1.1	-0.8	-1.0	6
Cc1nn(CCCC(=O)NCc2ccccc2)c(=O)c2nn(-c3ccccc3)c(C)c12	-1.3	-2	-8	4	0.8	1.1	-1	-1.1	0.5	-1.5	-3
CCN(CC)C(=S)Oc1ccc(Cl)cc1Cl	-0.2	-4	2	-1	0.2	-0.3	2	-0.2	-0.3	-0.6	-5
CSc1ccc(C(=S)N2CCCCCC2)cc1	-0.1	-5	0	4	-1.0	2.5	2	-0.3	-0.8	-0.4	3
Cc1ccc(C2CC2C(=O)NN)cc1 (centres undefined)	0.4	12	4	-8	1.0	-0.7	-3	1.5	-1.3	-1.0	1
C[C@H](CO)N1C[C@H](C)[C@@H](CN(C)C(=O)c2cc(-c3ccccc3)on2)OCc2cnnn2CCCC1=O	0.5	-4	3	-4	0.2	0.1	-1	0.4	-2.0	-1.1	6
COc1ccccc1NC(=O)Nn1cnnc1	0.1	-1	8	9	-0.1	4.4	5	1.8	1.6	-0.3	-1
CCOC(=O)c1[nH]c2ccc(Br)cc2c1NC(=O)CCN1CCC(C(=O)OCC)CC1	-1.3	2	-4	-14	0.4	-2.4	1	0.4	1.9	0.1	-6
Cc1ccc(NC(=O)NCC2CCN(Cc3cccc(Cl)c3)CC2)cc1Cl	0.5	-1	-9	3	0.8	1.3	-4	2.9	-0.8	1.7*	-13
CCOC(=O)c1sc(NC(=O)CSc2nc3c(c(-c4ccc(OC)cc4)c2C#N)CCCC3)c(C#N)c1C	-0.3	4	-3	3	-0.1	-0.2	-2	0.3	0.6	-1.1	-4
CCC(=O)NC(c1cc(Cl)c2cccnc2c1O)C1CC1 (centres undefined)	-2.0	2	4	10	0.0	-4.1	-2	-7.7	-2.4	-1.6	0
Nc1ccccc1-n1nc2ccc3ccccc3c2n1	9.6*	i	-4	-7	4.6*	5.0	2	20*	18*	3.1*	4
Nc1cc(N)nc(SCc2ccccc2)n1	2.1	-4	4	-6	2.8	4.4	5	7.2	0.6	-0.7	6
O=S(=O)(c1ccccc1)N1CCC2(CC1)CO2	-0.3	-3	8	0	-0.7	1.4	-1	0.6	-0.3	-1.1	-2
CCc1nnc(NC(=O)CC23CC4CC(CC(Br)(C4)C2)C3)s1	-0.6	6	-1	9	0.0	-0.2	3	-2.0	0.5	-1.4	11
O=C(Nc1ccc(N2CCOCC2)c(Cl)c1)c1cccc(-n2cnnc2)c1	-0.5	-1	-5	1	0.0	0.6	-1	0.1	-1.8	-0.7	-1
Cc1onc(-c2ccccc2)c1C(=O)NC(=S)NNC(=O)c1ccc(O)cc1	-0.8	9	2	9	-2.0	1.0	-4	0.0	-2.8	0.1	-3
CC1CCCCN1CC(O)COCc1ccccc1 (centres undefined)	-0.6	6	1	2	0.3	2.9	1	-2.5	-0.1	-0.6	2
c1ccc(C2=NNC(c3ccco3)=Nc3ccccc32)cc1	-0.6	1	-10	5	0.7	1.1	-2	-0.1	0.4	-1.1	-3
Cc1cc(OCC(=O)Nc2cccc(S(=O)(=O)N3CCCC3)c2)ccc1Cl	0.4	17	6	-22	-1.0	0.1	-3	-4.4	-3.7	-0.5	5
COc1ccc(C(=O)N[C@H](C(=O)NC2CCCCC2)C(C)C)cc1	-0.5	-7	3	6	0.3	0.7	0	-0.9	-0.5	-1.1	-1
Cc1ccc(S(=O)(=O)n2cccc2CO)cc1	0.2	13	4	1	-0.7	3.4	0	-1.1	0.4	-1.1	0
CSc1cccc(NC(=O)NNC(=O)C2CCN(S(=O)(=O)N(C)C)CC2)c1	0.8	2	-3	6	0.4	1.1	-1	0.0	-0.7	-0.9	2
COCC(=O)N1C[C@H]2CON(C)[C@H]2C[C@H]1c1cccc(-c2cc(Cl)cc(Cl)c2)c1	-1.2	-6	-1	-1	/	/	-1	-2.0	-1.8	-1.8	-1
COc1ccc(OC)c(NC(=O)CSc2nc(O)cc(=O)n2CC(C)C)c1	-0.4	8	4	4	-0.5	-1.8	1	0.7	0.4	-1.1	-5
COc1cccc(CN(C)C[C@H]2OCc3cnnn3CCCC(=O)N([C@@H](C)CO)C[C@@H]2C)c1	-0.1	0	-1	-3	0.8	-2.6	-4	-1.5	0.9	-0.9	2
COCC(=O)N1CCC2CC1c1cc(Cl)ccc12 (centres undefined)	-0.4	1	-2	13	-0.4	3.0	-6	-0.2	-1.5	-0.8	3
CC(C)C1OC(c2cccc(NC(=O)c3cccs3)c2)OCC1(C)C (centres undefined)	-0.8	8	3	-6	-1.1	-1.1	-3	0.7	-3.0	-2.2	3
O=C(Nc1cc(Cl)ccc1N1CCOCC1)c1ccc(Br)o1	-0.5	-10	-7	6	-0.1	-1.2	-2	0.6	0.5	-0.7	0
COc1cccc(C2C(C#N)=C(N)Oc3cc(C)oc(=O)c32)c1OC (centres undefined)	0.4	-2	5	-4	1.8	-1.6	0	2.7	-2.7	-1.1	1
CC1CCCC(NC(=O)CCn2c(=O)oc3ccccc32)C1C (centres undefined)	-0.3	-5	-1	0	-1.7	-1.0	-5	-2.8	-2.0	-1.1	-3
CN(C)/C=C/c1onc(-c2ccccc2Cl)c1C#N	-0.5	-13	4	6	-0.1	4.5	1	0.9	-1.6	-0.8	6
O=S(=O)(Nc1ncnc2sccc12)c1cccc(F)c1	-0.1	-15	-2	10	2.4	-0.6	-4	-0.3	2.7	0.0	0
COc1ccc(C2(C(F)(F)F)NC(=O)N(C)C(=O)N2C)cc1 (centres undefined)	0.0	6	1	4	0.6	-0.5	-3	-0.2	-0.3	-1.4	1
COc1ccc(NC(=O)NCCCN2CCCCC2C)cc1 (centres undefined)	0.1	-5	7	4	0.8	4.2	1	-1.4	-1.0	-1.5	2
CS(=O)(=O)N(CC(=O)NCCSCc1ccccc1)c1ccccc1Cl	-0.2	0	-1	-7	0.9	0.9	1	2.0	-1.6	-0.9	-1
Cc1oc2c(C)c3oc(=O)c(CCC(=O)N4CCC(C(=O)NCCC(=O)O)(c5ccccc5)CC4)c(C)c3cc2c1C	-0.4	-286	1	-14	0.3	-0.9	-2	-1.6	0.2	-0.2	4
O=C(Nc1cc(N2CCOCC2)ncn1)c1ccccc1	0.7	-2	3	1	1.6	-1.1	1	3.8	-0.6	-1.5	4
CC(C)(C)OC(=O)N[C@@H](Cc1ccccc1)C(=O)NCC1CCC(C(=O)O)CC1 (some centres undefined)	0.3	-10	5	2	3.0	-9.2	-2	3.2	-0.3	-1.8	4
Cc1ccc(NC(=S)N/N=C/c2c(C)[nH]c3ccccc23)cc1	-0.3	4	-5	-9	-0.2	7.9*	-1	1.1	-1.6	-1.2	2
c1ccc2c(-c3nc4ccccc4[nH]3)cccc2c1	-3.9	-320	-7	-5	-3.2	-3.8	3	4.7	-0.5	-1.1	-7
CCOC(=O)c1cc(N2CCCCC2)nc2ccccc12	-0.3	-214	-8	-3	0.2	1.1	5	7.0	-1.3	-0.6	-1
CC(=O)Oc1ccc2c(=O)c(-c3ccccc3)c(C)oc2c1	1.0	i	0	-6	0.4	0.1	1	-1.5	-1.4	-1.4	2
CCC1(C)Cc2ccccc2-c2nc(NCCCO)n(-c3ccccc3)c(=O)c21 (centres undefined)	-0.6	i	-5	-10	-2.2	-2.4	0	-3.3	-0.1	-1.3	0
c1coc(-c2cnc3ccccc3n2)c1	3.0	i	-1	-1	4.4*	2.8	3	7.7	7.8*	0.3	1
COCCCNC(=O)/C=C/c1ccc(OCc2c(F)cccc2Cl)cc1	-1.7	6	/	-1	1.2	-7.4	-4	-5.1	-3.0	-1.6	/
COc1cc(C(=S)N2CCOCC2)ccc1OC(=O)c1ccc([N+](=O)[O-])cc1[N+](=O)[O-]	-0.3	-1	6	-3	-0.8	-0.7	-2	3.9	0.1	-1.1	3

Following part.
SMILES	DAX1 inh-1	ADAM10 inh	GC-B act	HGIII-sPLA2 inh	DAX1 inh-2	GAA850 FXN act	SMARCA2 act	hgDAF12 agonist	hcDAF12 agonist	ssDAF-12 act	NPR1 activator
OC(c1ccccc1)(c1ccccc1)C1CCN(CCCOc2ccc(-c3cccnc3)cc2)CC1	0.4	-1	-16	-26	/	/	6	1.0	-0.2	-1.1	-19
Cc1ccc(C)c(NC(=O)CSc2nnc(CCNC(=O)OC(C)(C)C)o2)c1	-2.2	-20	3	9	-0.3	0.4	-2	1.2	-1.4	-0.9	35
COc1ccc(OCC(=O)Nc2ccccc2N2CCCCC2)cc1	-5.0	3	-7	-4	-1.1	-4.5	-1	0.6	-3.4	-0.8	-4
Cc1cccc(-c2cnc3cccnn23)c1	1.7	i	2	0	/	2.4	1	6.7	-2.5	-0.8	4
CCOc1ccccc1N1CCN(C(=O)NCc2ccc(Cl)cc2)CC1	0.4	17	-4	-1	-0.6	0.3	0	-2.4	-1.9	-1.7	-3
COCc1ccc(C(=O)N2CCCC(Nc3ccc(C(C)C)cc3)C2)s1 (centres undefined)	-3.4	-19	1	-1	-1.0	1.3	-2	-1.2	-1.2	-1.2	-3

Compounds as they come, and some 6.6% of all compounds hit somewhere here.
